Source: PubChem
CHRM4 agonist – CHRM4 agonism in calcium assay | activation, % at 3 µM | P08173 | actives 0.14% (n = 360,000) | CHO-K1 hM4/Gqi5, Fluo-8 calcium fluorescence; vehicle 0%, full acetylcholine response 100%;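 active = activation above the run mean over all test wells plus 3 SD, cut at about 32% in these data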;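 note: peak over basal fluorescence ratio per well then scaled between controls; 0% = DMSO wells and 100% = acetylcholine at EC100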
CRFR2-BP antag – CRF-BP/CRF-R2 complex antagonism. actives 0.59% (n = 350,000). inhibition, % at 11.8 µM. HEK293 CRF-R2/CRF-BP, CRF-induced calcium fluorescence;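 active = inhibition of the ligand-induced calcium signal above about 50% at the single tested concentration, limit read from the data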
CHRM5 antagonist – blocks acetylcholine activation of human M5 receptor; CHO-hM5 cells, Fluo-8 calcium fluorescence, ACh EC80; inhibition, % at 3 µM; actives 0.59% (n = 360,000); AID 624040;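 active = inhibition above a per-plate cutoff, the mean of that plate's test compounds plus 3 SD, cut at about 27% in these data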;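 note: 0% = acetylcholine EC80 with DMSO and 100% = DMSO without agonist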
M5 ag – CHRM5 agonism in calcium assay; P08912; CHO-K1 hM5 cells, Fluo-8 calcium fluorescence; 0% DMSO wells, 100% maximal acetylcholine response; activation, % at 3 µM; actives 0.19% (n = 360,000); AID 624037;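 active = activation above the run's mean over test compounds plus 3 SD, cut at about 23% in these data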;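 note: signal is peak over basal fluorescence ratio across the kinetic read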
CHRM4 PAM – CHRM4 positive allosteric modulation; actives 0.4% (n = 360,000); CHO-K1 hM4/Gqi5, Fluo-8 calcium fluorescence, ACh EC20; 0% = ACh EC20, 100% = maximal ACh; activation, % at 3 µM; P08173; AID 624126;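 active = activation above its plate's cutoff, the mean activation of sample wells plus 3 SD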; note: some results filed as inactive read as strong as hits
CHRM5 PAM – potentiates acetylcholine response at human M5 receptor; P08912; CHO-K1 hM5, Fluo-8 calcium, ACh EC20 PAM; 0% = ACh EC20, 100% = ACh EC100; activation, % at 3 µM; actives 0.3% (n = 360,000); AID 624038;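 active = activation above the run cutoff, the mean activation of all test compounds plus 3 SD, cut at about 18% in these data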
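system = human M5 receptor in CHO-K1 cells | reagent = EC20 acetylcholine as agonist stimulus | compound dosing = single-point, 3 µM nominal | incubation = Fluo-8 loading 80 min at 37 °C plus 30 min room temperature | detection = Fluo-8 calcium dye fluorescence, kinetic read | benchmarks = low control EC20 acetylcholine (0%), high control EC100 acetylcholine (100%)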
IDE cell inh – inhibitors of human insulin-degrading enzyme in cells | P14735 | HEK cells, FAbetaB cleavage, fluorescence polarization | inhibition, % at 5.59 µM | actives 0.41% (n = 320,000);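 active = percent inhibition above the average of all tested compounds plus 3 SD, set per screening campaign, cut at about 16% in these data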;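 note: IDE supplied by intact live HEK cells; FP after avidin binding of uncleaved biotin substrate so inhibition keeps polarization high; 0% = DMSO wells and 100% = 60 µM reference IDE inhibitor Ii1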
Target sequence (P14735 whole entry, looked up): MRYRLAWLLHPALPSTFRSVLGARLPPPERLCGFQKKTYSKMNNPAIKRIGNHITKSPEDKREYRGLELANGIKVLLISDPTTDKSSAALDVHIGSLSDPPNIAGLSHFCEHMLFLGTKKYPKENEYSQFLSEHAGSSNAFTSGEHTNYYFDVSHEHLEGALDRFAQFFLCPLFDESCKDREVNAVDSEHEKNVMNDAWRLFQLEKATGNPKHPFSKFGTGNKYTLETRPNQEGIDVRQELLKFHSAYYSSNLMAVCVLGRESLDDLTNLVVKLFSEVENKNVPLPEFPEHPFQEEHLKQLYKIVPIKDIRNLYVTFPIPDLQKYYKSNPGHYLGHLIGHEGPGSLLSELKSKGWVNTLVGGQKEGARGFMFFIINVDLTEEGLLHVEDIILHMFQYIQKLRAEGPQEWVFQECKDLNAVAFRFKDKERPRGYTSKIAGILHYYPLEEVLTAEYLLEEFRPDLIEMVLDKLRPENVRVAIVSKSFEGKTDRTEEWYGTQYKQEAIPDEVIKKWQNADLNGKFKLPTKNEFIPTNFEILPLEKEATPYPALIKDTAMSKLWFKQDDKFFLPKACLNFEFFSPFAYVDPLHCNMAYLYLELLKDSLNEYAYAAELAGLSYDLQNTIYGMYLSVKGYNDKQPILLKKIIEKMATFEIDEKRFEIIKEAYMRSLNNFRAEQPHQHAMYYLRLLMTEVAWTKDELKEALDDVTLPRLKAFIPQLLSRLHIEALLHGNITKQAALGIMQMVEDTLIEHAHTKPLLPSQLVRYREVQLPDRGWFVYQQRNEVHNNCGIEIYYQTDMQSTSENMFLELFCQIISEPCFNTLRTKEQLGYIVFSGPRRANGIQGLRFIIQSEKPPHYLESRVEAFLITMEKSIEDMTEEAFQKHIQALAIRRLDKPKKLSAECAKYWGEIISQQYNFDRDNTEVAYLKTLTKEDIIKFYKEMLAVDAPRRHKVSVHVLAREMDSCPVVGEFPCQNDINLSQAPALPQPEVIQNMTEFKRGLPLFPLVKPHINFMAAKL
CRFBP-R2 agonist – CRF-BP/CRF-R2 complex agonism | activation, % at 13.2 µM | actives 0.46% (n = 350,000) | AID 588473 | HEK293 CRF-R2/CRF-BP, calcium dye fluorescence (FLIPR); percent of saturating CRF peptide response;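 active = activation of at least 50%, plus an integration ratio under a set limit after plate pattern correction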;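 note: plate controls were neutral control wells without compound for no effect and CRF at EC100 for full effect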
CHRM4 antagonist – antagonists of human muscarinic M4 receptor (CHRM4) | P08173 | CHO-hM4 cells, ACh EC80, Fluo-8 calcium fluorescence | inhibition, % at 3 µM | actives 0.73% (n = 360,000) | AID 624125;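 active = inhibition above its plate's cutoff, the mean inhibition of sample wells plus 3 SD, cut at about 27% in these data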;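 note: 0% = acetylcholine EC80 with DMSO and 100% = DMSO without agonist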
* hit, by the source's call; · = not tested or not shown.

entry	SMILES	CHRM4 agonist	CRFR2-BP antag	CHRM5 antagonist	M5 ag	CHRM4 PAM
1	Cc1nnc(SCC(=O)NCc2ccccc2)[nH]c1=O	0.6	8.1	-9.0	3.2	8.5
2	CC1CC(C)CN(CCCNC(=O)c2ccc3c(c2)NC(=O)C(N2CCCCC2)S3)C1 (configuration not stated)	0.3	5.3	0.1	-6.2	5.7
3	Cc1c(C(=O)N2CCN(c3ccc(F)cc3)CC2)sc2nc3n(c(=O)c12)CCC3	4.0	-2.1	4.3	-0.4	0.5
4	Cc1[nH]c(=O)[nH]c1C(=O)CCCCC(=O)OCC(=O)Nc1ccccn1	0.2	12.1	2.9	-2.0	3.9
5	Cc1ccsc1/C=N\NC(=O)c1ccc2c(c1)OCO2	0.5	-10.8	-7.2	-2.0	4.6
6	N#CCc1nc(CSc2nc3ccccc3o2)cs1	3.1	-11.9	5.7	0.0	-2.0
7	CCOc1ccc(-n2nc3c(SCCN4CCCC4)nnc(C)c3c2C)cc1	-2.2	-16.9	2.6	-7.5	-12.7
8	CCC(C)NC(=O)c1ccccc1NC(=O)CN1C(=O)c2ccccc2S1(=O)=O (configuration not stated)	1.9	-1.8	3.4	3.1	0.6
9	CSCC[C@H](NC(=O)c1ccc(Cl)c([N+](=O)[O-])c1)c1nc2ccccc2[nH]1	8.9	17.9	4.9	2.1	-17.6
10	COc1ccc(OC)c(C(=O)c2ccc(C(=O)N3CCCCC3)cc2)c1	0.2	-13.4	-5.1	0.7	1.0
11	COc1cccc(CN(C)C(=O)c2ccc(S(=O)(=O)Nc3cccc(C)c3C)cc2)c1OC	21.7	-31.7	15.0	12.1	-6.2
12	COC(=O)CCC(NC(=O)c1cc(C)oc1C)C(=O)OC (configuration not stated)	1.0	6.7	0.5	0.8	1.6

entry	CHRM5 PAM	IDE cell inh	CRFBP-R2 agonist	CHRM4 antagonist
1	5.9	-4.5	-0.8	-12.0
2	1.2	-7.4	2.8	12.3
3	-0.9	1.6	-0.2	0.7
4	0.4	3.2	2.8	4.8
5	0.1	2.6	0.8	0.5
6	1.3	6.4	-0.9	3.4
7	2.4	-1.8	0.6	2.9
8	3.8	2.6	-0.4	1.5
9	-7.9	4.3	-3.0	-0.3
10	-0.8	4.8	-2.9	-0.8
11	-18.3	·	6.8	-18.8
12	1.8	0.5	-1.8	3.1

Single records (already shown):
`COC(=O)CCC(NC(=O)c1cc(C)oc1C)C(=O)OC` (configuration not stated) across the screens: CHRM4 agonist = 1.0; CRFR2-BP antag = 6.7; CHRM5 antagonist = 0.5; M5 ag = 0.8; CHRM4 PAM = 1.6; CHRM5 PAM = 1.8; IDE cell inh = 0.5; CRFBP-R2 agonist = -1.8; CHRM4 antagonist = 3.1
`CCC(C)NC(=O)c1ccccc1NC(=O)CN1C(=O)c2ccccc2S1(=O)=O` (configuration not stated) across the screens: CHRM4 agonist = 1.9; CRFR2-BP antag = -1.8; CHRM5 antagonist = 3.4; M5 ag = 3.1; CHRM4 PAM = 0.6; CHRM5 PAM = 3.8; IDE cell inh = 2.6; CRFBP-R2 agonist = -0.4; CHRM4 antagonist = 1.5

(cont.)
entry	SMILES	CHRM4 agonist	CRFR2-BP antag	CHRM5 antagonist	M5 ag	CHRM4 PAM
13	CCc1ccc(NC(=S)N2CCC(NC(=O)C3CCCCC3)CC2)cc1	-0.2	7.5	5.0	0.2	-0.8
14	S=c1[nH]nc(COc2ccccc2)n1/N=C/c1ccc(Br)s1	-2.3	-19.1	13.0	-1.7	10.8
15	COC(=O)[C@@]12C[C@@H](CC(=O)N3CCCCC3)C(=O)N(Cc3cccc4ccccc34)C1=CCC(C)(C)C2	7.5	·	2.9	3.9	7.0
16	COc1ccc(-c2nc(C(=O)NCCCN3CCOCC3)cc3c2[nH]c2ccccc23)cc1OC	2.2	-4.8	1.2	2.6	-2.2
17	COC(=O)c1ccc(/C=C/c2nc3ccccc3c(=O)[nH]2)cc1	0.4	-5.8	-12.5	-0.9	4.0
18	O=C(NC1(C(=O)NC2CCCCC2)CCCCC1)c1ccccn1	0.1	-2.3	2.3	1.2	14.1
19	O=C(CSc1nnc(-c2ccncc2)o1)N1CCCCCC1	0.9	-0.8	9.3	0.0	11.5
20	COc1ccc(NC(=O)O/N=C/c2ccc(Br)cc2)cc1	-1.2	2.4	-0.7	-3.2	-1.9
21	CC(=O)COc1cccc2ccc(/C=C/c3ccc(Br)s3)nc12	5.8	-0.6	-9.7	8.2	-4.3
22	Oc1ccc(-c2nc3ncccn3c2Nc2ccc3c(c2)OCO3)cc1	0.6	-3.9	9.0	0.3	-2.0
23	O=C(CSc1ccccc1)Nc1ccc(NC(=O)c2ccco2)cc1	15.8	3.4	-6.8	1.7	4.3
24	Cc1ccc(SCc2nc3ncccn3c2Br)cc1	0.6	-10.1	12.8	-19.3	-15.6

entry	CHRM5 PAM	IDE cell inh	CRFBP-R2 agonist	CHRM4 antagonist
13	0.4	-0.1	-2.4	4.4
14	-9.7	5.7	-0.9	-0.6
15	-1.0	·	·	-16.0
16	-2.1	-0.8	-0.8	-8.6
17	8.4	4.0	0.0	-10.4
18	6.8	3.3	-1.4	-10.2
19	-3.4	·	-0.9	-4.2
20	-1.2	-4.3	-1.5	1.6
21	22.7*	1.1	-0.6	-24.1
22	-1.4	-9.4	0.0	8.9
23	-5.7	3.3	-3.4	-19.6
24	-9.2	7.5	-0.1	22.7

Next section:
entry	SMILES	CHRM4 agonist	CRFR2-BP antag	CHRM5 antagonist	M5 ag	CHRM4 PAM
25	Cc1cccnc1C(NC(=O)C1CCN(CCCOc2ccccc2)CC1)c1ccc(F)cc1 (configuration not stated)	2.7	·	0.4	-2.4	-3.5
26	Cc1ccc(S(=O)(=O)N2CCCOC2CNC(=O)C(=O)NC2CCCCC2)cc1 (configuration not stated)	4.8	4.8	8.1	1.2	8.3
27	CCC(C)(C#CCN1CCCCC1)OC(C)=O (configuration not stated)	0.5	-0.3	22.7	-8.7	-17.8
28	O=C(NN1C(=O)c2ccccc2NC1c1ccc([N+](=O)[O-])o1)c1ccccc1 (configuration not stated)	2.4	-45.1	-2.8	1.5	4.3
29	O=C(CSc1nc2ccccc2[nH]1)N/N=C/C=C\c1ccccc1[N+](=O)[O-]	4.9	15.7	6.4	0.7	-4.8
30	CCCCCc1ccc(-c2cn(Cc3ccc(C)cc3)nn2)cc1	1.1	8.0	6.6	0.9	5.8
31	COc1ccc(Cn2c(N)c(C#N)c3nc4ccccc4nc32)cc1OC	8.0	-26.8	12.1	5.3	5.4
32	CCOC(=O)C1=CCN(S(=O)(=O)c2ccccc2C)C1c1ccc(C)cc1 (configuration not stated)	-1.8	·	-6.4	-3.5	-7.3
33	Cc1ccc(NC(=O)COc2ccc(N3CC(C(N)=O)CC3=O)cc2)c(C)c1 (configuration not stated)	1.6	3.5	-1.0	-1.6	9.0
34	CCc1cc(-c2n[nH]c(=S)n2-c2cccc(C)c2)cs1	-1.7	-23.4	5.1	-3.8	-1.0
35	CSc1nc(-c2ccco2)cc(-c2ccccc2)c1C#N	-0.7	-9.6	-3.9	-2.7	-0.2
36	COc1cc(NC(=O)Cn2c(=O)n(CC3CCCO3)c(=O)c3ccccc32)cc(OC)c1 (configuration not stated)	0.9	-1.0	3.0	5.2	-8.3

entry	CHRM5 PAM	IDE cell inh	CRFBP-R2 agonist	CHRM4 antagonist
25	-2.7	·	·	-8.6
26	-11.5	-1.9	-1.9	-2.6
27	-19.9	4.2	0.5	17.9
28	-2.8	3.2	-1.9	-12.5
29	-9.5	2.9	-2.1	0.2
30	3.5	4.0	0.2	2.8
31	-2.4	11.4	-0.7	-3.0
32	-8.3	·	·	-9.2
33	3.5	0.0	0.4	-1.2
34	4.3	1.6	0.5	-1.6
35	1.5	0.3	2.5	6.9
36	-1.0	1.8	-0.6	10.9

Next section.
entry	SMILES	CHRM4 agonist	CRFR2-BP antag	CHRM5 antagonist	M5 ag	CHRM4 PAM
37	O=C(NC1CCCC1)c1cccc(S(=O)(=O)Nc2ccccc2F)c1	1.3	3.0	10.9	1.6	5.9
38	COC(=O)/C(C#N)=C/c1ccc(C)o1	0.7	0.5	2.7	0.3	-0.3
39	O=C(COc1ccc(Cl)cc1Cl)Nc1ccccc1NS(=O)(=O)c1cccs1	2.5	50.6*	2.2	0.6	7.3
40	Cc1ccc(OC(=O)c2ccc(S(=O)(=O)N(C)C)cc2)c(-n2nc3ccccc3n2)c1	2.3	-25.1	3.8	-0.4	-7.7
41	CC(C)(Oc1ccc(Cl)cc1)C(=O)Nc1cccc(S(=O)(=O)NC2=NCCC2)c1	3.4	-8.0	-13.1	0.0	11.7
42	CC1(C)CC(=O)C2=C(C1)Nc1ncnn1C2c1ccccn1 (configuration not stated)	0.5	3.1	2.4	-2.1	2.3
43	COc1ccc(C(=O)Nc2nc(N3C(=O)c4ccccc4C3=O)n(-c3ccccc3)n2)cc1	0.2	1.8	0.6	-4.9	5.8
44	CCC(=O)NC(Nc1sc2c(c1C(=O)OC)CCN(C)C2)(C(F)(F)F)C(F)(F)F	0.7	3.0	-2.9	-7.9	7.3
45	CCOC(=O)Cc1csc(NS(=O)(=O)c2ccc(F)cc2)n1	0.7	6.2	-4.8	-2.9	9.8
46	CN(C)/C=C/C(=O)c1ccc(F)cc1	4.6	11.1	4.2	0.6	-4.8
47	Cc1ccc(OC(=O)c2ccc(N3CCOCC3)c([N+](=O)[O-])c2)cc1	3.6	-13.3	7.2	-3.2	-0.5
48	Cc1oc2c(CN3CCCCC3)c(O)ccc2c(=O)c1-c1ccc(Br)cc1	0.3	1.2	2.3	-5.9	-14.3
49	O=S(=O)(c1ccc(C2=CSC3=NCCN23)cc1)N1CCOCC1	0.7	-3.0	-1.0	-6.5	8.2
50	CCCN1CCC(=O)N([C@H](CSc2ccc(C)cc2)CC(C)C)CC1	0.8	-8.8	5.5	-12.4	1.4
51	CC(NC(=O)c1ccccc1F)c1nnc(SCC(=O)N2CCN(c3ccccc3)CC2)n1C (configuration not stated)	2.2	-0.4	-5.7	6.3	-7.4

entry	CHRM5 PAM	IDE cell inh	CRFBP-R2 agonist	CHRM4 antagonist
37	-9.0	9.6	-1.3	1.2
38	10.5	-3.2	-0.4	-0.9
39	0.1	-2.7	11.6	-5.0
40	0.6	1.3	4.9	5.1
41	0.9	0.8	0.2	-18.8
42	3.9	4.8	-1.3	1.1
43	-4.4	5.0	-0.7	5.2
44	3.1	-1.5	4.2	-2.0
45	6.2	-7.7	2.5	-0.8
46	-3.4	-2.7	-0.3	7.5
47	-1.8	8.9	4.2	-3.0
48	-3.5	1.2	0.2	29.8*
49	-0.3	5.8	0.8	-7.3
50	-10.7	·	-2.6	-1.8
51	9.1	-1.4	-0.4	0.0

Grouped by structure, those above containing a cyano group
entry	SMILES	CHRM4 agonist	CRFR2-BP antag	CHRM5 antagonist	M5 ag	CHRM4 PAM
6	N#CCc1nc(CSc2nc3ccccc3o2)cs1	3.1	-11.9	5.7	0.0	-2.0
31	COc1ccc(Cn2c(N)c(C#N)c3nc4ccccc4nc32)cc1OC	8.0	-26.8	12.1	5.3	5.4
35	CSc1nc(-c2ccco2)cc(-c2ccccc2)c1C#N	-0.7	-9.6	-3.9	-2.7	-0.2
38	COC(=O)/C(C#N)=C/c1ccc(C)o1	0.7	0.5	2.7	0.3	-0.3

entry	CHRM5 PAM	IDE cell inh	CRFBP-R2 agonist	CHRM4 antagonist
6	1.3	6.4	-0.9	3.4
31	-2.4	11.4	-0.7	-3.0
35	1.5	0.3	2.5	6.9
38	10.5	-3.2	-0.4	-0.9
